HePTP inhibitor: inhibitors of human HePTP phosphatase; recombinant HePTP phosphatase activity, OD absorbance; inhibition, % at 20 µM; AID 521; P35236; 110,000 compounds, 0.64% hits; in the data active means inhibition above about 50%;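 further: plate controls were vehicle for no effect and reference inhibitor for full effect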
Target sequence (P35236 whole entry, looked up): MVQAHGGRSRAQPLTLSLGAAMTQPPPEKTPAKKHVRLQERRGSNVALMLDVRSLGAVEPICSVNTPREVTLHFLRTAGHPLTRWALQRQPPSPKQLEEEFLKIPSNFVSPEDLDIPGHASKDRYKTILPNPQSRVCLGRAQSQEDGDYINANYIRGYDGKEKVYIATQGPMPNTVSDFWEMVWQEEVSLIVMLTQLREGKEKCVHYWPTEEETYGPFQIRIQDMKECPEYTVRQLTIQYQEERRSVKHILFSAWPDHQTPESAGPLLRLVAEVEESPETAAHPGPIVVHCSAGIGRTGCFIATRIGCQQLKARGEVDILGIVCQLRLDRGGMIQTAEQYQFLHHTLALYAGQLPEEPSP
BAP1 inh: inhibitors of human BAP1 deubiquitinase; 72,000 compounds, 0.48% hits; recombinant BAP1, Ub-AMC hydrolysis fluorescence kinetic; active compounds read low; activity remaining (% of control), % at 20 µM; Q92560;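 active means activity remaining at or below 50% of control, provided the compound also passes the data quality filters; inactive means the rest, including low values that fail the filters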;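 further: 100% = DMSO wells rate and 0% = substrate alone blank rate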
Target sequence (Q92560 whole entry, looked up): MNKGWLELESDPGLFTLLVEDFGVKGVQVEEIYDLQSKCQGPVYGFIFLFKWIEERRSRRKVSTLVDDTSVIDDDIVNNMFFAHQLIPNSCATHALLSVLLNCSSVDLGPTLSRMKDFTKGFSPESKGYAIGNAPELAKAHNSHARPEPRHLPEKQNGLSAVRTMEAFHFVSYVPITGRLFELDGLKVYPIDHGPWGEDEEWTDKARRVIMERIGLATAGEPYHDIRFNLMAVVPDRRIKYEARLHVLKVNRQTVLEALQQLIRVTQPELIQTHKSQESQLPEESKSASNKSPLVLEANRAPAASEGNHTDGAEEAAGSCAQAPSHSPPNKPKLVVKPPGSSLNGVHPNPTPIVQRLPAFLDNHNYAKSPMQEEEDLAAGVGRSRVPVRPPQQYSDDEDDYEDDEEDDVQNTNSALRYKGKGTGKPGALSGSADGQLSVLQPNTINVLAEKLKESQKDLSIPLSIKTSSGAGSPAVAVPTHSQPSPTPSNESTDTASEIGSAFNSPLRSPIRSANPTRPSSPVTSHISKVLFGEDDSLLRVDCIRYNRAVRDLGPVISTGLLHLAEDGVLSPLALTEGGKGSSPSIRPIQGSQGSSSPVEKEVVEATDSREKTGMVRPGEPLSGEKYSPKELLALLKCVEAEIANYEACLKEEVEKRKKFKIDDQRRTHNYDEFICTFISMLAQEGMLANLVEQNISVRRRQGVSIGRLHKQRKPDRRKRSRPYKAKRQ
An asterisk follows results filed as active; i = inactive; x = no result given.

SMILES | HePTP inhibitor | BAP1 inh
CCc1nn(CC(=O)NCCCN(Cc2ccccc2)C(C)C)c(=O)c2cc3sccc3n12 | 12 | 102
COc1cc2c(cc1CN1CCN(C(=O)CC(C)C)CC1)OCO2 | 5 | x
CC1CCC(N2CCN(c3ncccn3)CC2)CC1 (stereo unspecified) | -4 | 84
COc1ccc(CCNC(=O)c2ccc(C)c([N+](=O)[O-])c2)cc1OC | -2 | x
Cc1cc(C)n(-c2nc3sc4c(c3c3nnc(SC(C)C)n23)CC(C)(C)OC4)n1 | -11 | x
COc1ccc(C(=O)Nc2ccc(N(C)C)cc2)cc1[N+](=O)[O-] | -29 | x
CSc1ccccc1N=CC1=C(O)CC(C)(C)CC1=O | 3 | 77
COc1cccc(NC(=O)NC2CCN(Cc3nnnn3Cc3ccc(F)cc3)CC2)c1 | -2 | 104
CCCOC(=O)C1=C(C)NC2=C(C(=O)CC(C)(C)C2)C1c1ccc(O)c([N+](=O)[O-])c1 (stereo unspecified) | 2 | x
CCCCNC(=O)CS(=O)Cc1nc(-c2ccc(C)cc2)oc1C (stereo unspecified) | 4 | 96
Cc1cccc(-n2c(C)cc(/C=C3/SC(=O)NC3=O)c2C)c1 | -5 | x
COC(=O)c1[nH]c2cccc(OC)c2c1NC(=O)CN1CCC(C(N)=O)(N2CCCCC2)CC1 | 10 | 90
O=C(O)CCC(=O)Nc1ccc(-c2nnc(-c3ccco3)o2)cc1 | 1 | 97
CCN1CCN(C(c2cccs2)C(C)NC(=O)c2cccc(OC)c2)CC1 (stereo unspecified) | 2 | 98
C=C(C)C(=O)OCn1c2ccccc2c2cc([N+](=O)[O-])ccc21 | 7 | x
COc1ccc(OCC(O)CNC(=O)c2ccc(Br)cc2)cc1 (stereo unspecified) | -7 | 67
O=C(Nc1nc(-c2ccccc2)cs1)C(c1ccccc1)c1ccccc1 | 11 | x
COc1cc(C)c(/C(C)=N\Nc2nc(C)c(C(C)=O)s2)cc1OC | -7 | x
CCOC(=O)c1sc(NC(=O)c2ccc(C)c([N+](=O)[O-])c2)c(C(=O)OCC)c1C | -3 | 99
CN1CCN(c2nc(N3CCN(c4ccccc4)CC3)ncc2F)CC1 | 12 | 139
CCCCOc1ccc(C(=O)Nc2cccc(NC(=O)c3ccccc3Cl)c2)cc1 | 10 | x
CCCOc1ccc(-c2nnc(-c3ccco3)o2)cc1 | 6 | 127
O=C(CSc1nnc(C2CC2)n1Cc1ccccc1)c1ccc(S(=O)(=O)N2CCOCC2)cc1 | 9 | 78
COc1cc(/C=C2/C(=O)N(c3ccccc3)N=C2C)cc([N+](=O)[O-])c1O | 6 | x
Cc1cc(C)n2nc3ccccc3c2n1 | 9 | 109
C=C1N(CCCCCC(=O)O)C(=O)OC12CCCCC2 | 0 | 103
O=C1c2ccccc2C(=O)N1CCCCCc1nc(-c2ccccc2)no1 | -13 | 63
O=C(NC1CC1)c1cc(-c2cccs2)nc2ccccc12 | -12 | x
CCOC(=O)c1c(NC(=O)c2cc(Cl)ccc2[N+](=O)[O-])sc2c1CCCCC2 | x | 118
CC(C)(C)c1cc(C(=O)N2CCc3ccccc32)ccn1 | 0 | 94
CCCS(=O)(=O)N1CCc2cc(OC)c(OC)cc2C1 | 0 | 93
CN(C)CCCNc1oc(-c2ccccc2)nc1C#N | -10 | x
O=C(NC1CCCC1)c1ccc2nc(-c3ccco3)c(-c3ccco3)nc2c1 | 13 | 60
CCOC(=O)C(=CNCC(=O)O)C(=O)OCC | 2 | x
Cc1nnc(/N=C2\C(=O)Nc3ccccc32)s1 | -2 | x
Cn1c(=O)c2c(nc(N3CCc4ccccc4C3)n2Cc2ccccc2F)n(C)c1=O | 4 | 75
CC1(C)C2CC3C(C)(O)C(c4ccccc4)P(=O)(Cc4ccccc4)C3(C)CC21 (stereo unspecified) | -4 | x
C[C@H]1C[C@@H]2[C@H]([C@@H](O)C[C@@]3(C)[C@H]2CC[C@]3(O)C(=O)CO)[C@@]2(C)C=CC(=O)C=C12 | 3 | 52
O=c1[nH]c(=S)[nH]c2c1C1(CCCC1)Cc1ccccc1-2 | 12 | x
CCOC(=O)c1ccc2ncc(C(=O)OCC)c(NCc3ccco3)c2c1 | 0 | x
CCN1CCN(CCCNC(=O)C2c3ccccc3C(=O)N(C)C2c2ccc(OC)cc2)CC1 (stereo unspecified) | -9 | 92
Cc1ccc(/C=N/c2ncn[nH]2)c(O)c1 | -22 | x
CC(C)(C)n1ncc2c(=O)n(Cc3ccc(Cl)cc3Cl)cnc21 | x | 78
O=C(COC(=O)c1cccc(S(=O)(=O)N2CCc3ccccc3C2)c1)NCc1ccco1 | 4 | x
O=C(Nc1ccc2c(c1)oc1ccc(S(=O)(=O)N3CCCC3)cc12)C1CC1 | 0 | x
COC(=O)CSc1nc2ccccc2c(=O)n1C | 2 | 98
CC(C)c1ccc(N2C(=O)NC(=O)/C(=C/c3cc4c(cc3Cl)OCO4)C2=O)cc1 | 11 | x
Cc1ccc(-c2ccc(OCC(=O)Nc3cccc([N+](=O)[O-])c3)cc2)cc1 | -7 | x
CC1=NN(C(=O)c2ccc(Cl)cc2)C(O)(c2ccc(Cl)cc2)C1 (stereo unspecified) | 8 | x
Cc1sc2ncn(CCn3cnc4sc(C)c(C)c4c3=O)c(=O)c2c1C | 6 | x
CC12CC(NC(=O)N1CCc1ccccc1)c1cc(Cl)ccc1O2 (stereo unspecified) | 4 | 88
CCN(CC)S(=O)(=O)N1CCC(C(=O)NCC2COc3ccccc3O2)CC1 (stereo unspecified) | -12 | 82
COc1ccc(Cc2nn3c(-c4ccccc4Br)nnc3s2)cc1 | 5 | 92
O=C(Nc1ccc(N2CCN(Cc3ccccc3Cl)CC2)cc1)c1cccnc1 | -2 | 89
Cc1cc(NC(=O)C2CC(c3cccc(Br)c3)=NO2)no1 (stereo unspecified) | 6 | 80
CCCc1nc2oc3c(NCCOCCO)ncnc3c2c2c1COC(C)(C)C2 | 11 | 69
CCOc1cc(C(=O)Nc2sc3c(c2C(=O)OC)CCCCC3)cc(OCC)c1OCC | 5 | x
COc1ccccc1NC(=O)C(Cc1c[nH]c2ccccc12)NC(=O)Oc1ccccc1 (stereo unspecified) | -7 | x
CC(=O)Nc1c2ccc([N+](=O)[O-])cc2n2c(C)nc3ccc(Cl)cc3c12 | -4 | x
CC(C)C(NS(=O)(=O)c1cccs1)C(=O)N1CCc2ccccc2C1 (stereo unspecified) | 4 | 93

Additional compounds
SMILES | HePTP inhibitor | BAP1 inh
O=C(NC1CCCCCC1)c1cccs1 | 0 | 96
CC(=O)CCc1ccc2oc(C(=O)O)c(C)c2c1 | 4 | 116
N#Cc1ccccc1C(C(N)=O)(c1ccccc1)c1ccccc1C#N | 3 | x
O=C1CC(NCc2ccncc2)C(=O)N1c1ccc(I)cc1 (stereo unspecified) | 2 | x
CC(=O)Nc1ccc(NS(=O)(=O)c2cccc([N+](=O)[O-])c2)cc1 | -17 | x
COCCn1nnnc1C(c1cc2ccc(C)cc2[nH]c1=O)N(Cc1ccco1)Cc1cccs1 (stereo unspecified) | 5 | 38*
O=C1/C(=C/c2cccc([N+](=O)[O-])c2)SC(=S)N1c1ccc(F)cc1 | 3 | x
O=C(Oc1ccc2c(-c3ccccc3)cc(=O)oc2c1)c1ccccc1Cl | 8 | x
COC(=O)c1cc(-c2ccc(/C=C3/N=C(c4ccccc4)OC3=O)o2)ccc1Cl | -7 | x
CC(C)NC(=O)c1ccc(CN2CCN(c3ccccc3)CC2)cc1 | -2 | x
C=CCNC(=O)C(=O)NCC1CCCO1 (stereo unspecified) | 0 | x
COC(=O)c1ccc(-c2nnc(Nc3ccccc3C)c3ccccc23)cc1 | 6 | x
Cc1ccc(-n2[nH]c(C)c(/C=N/NC(=O)c3ccccc3[N+](=O)[O-])c2=O)cc1C | 3 | x
O=C(Nc1nc(-c2ccc(F)cc2)cs1)c1ccc(Oc2ccccc2)cc1 | x | 67
Cn1c(CO)nc2cc(N)ccc21 | -1 | 97

Compound profiles (already shown). Order of values: HePTP inhibitor, BAP1 inh
Listed for O=C(Nc1ccc(N2CCN(Cc3ccccc3Cl)CC2)cc1)c1cccnc1 = -2, 89
Listed for CCCOc1ccc(-c2nnc(-c3ccco3)o2)cc1 = 6, 127
Listed for O=c1[nH]c(=S)[nH]c2c1C1(CCCC1)Cc1ccccc1-2 = 12, x

(further entries)
SMILES | HePTP inhibitor | BAP1 inh
CCCCCCN=C(C)C1=C(O)C(C(=O)OC)C(C)(C)CC1=O (stereo unspecified) | 6 | 114
CCN(CC)C(=O)C(=O)N/N=C/c1ccc(Cl)cc1Cl | 11 | x
O=C(Nc1ccc2c(c1)OCCO2)c1ccc(Br)c(S(=O)(=O)N2CCOCC2)c1 | -8 | 86
COc1ccc2c(c1)OCC/C2=N\OC(=O)c1cccc(Br)c1 | -19 | x
O=C(NC(=S)Nc1ccc(S(=O)(=O)Nc2nccs2)cc1)c1sc2ccccc2c1Cl | -8 | x
Cc1c(Cl)cccc1NC(=O)CSC(N)=O | -5 | x
O=C1c2ccccc2C(=O)N1CCC(=O)N1CCc2ccccc21 | 9 | 86
O=C1c2ccccc2C(O)(c2ncc[nH]2)N1C1CCCCC1 (stereo unspecified) | 7 | 93
Cn1c(=O)c2c(nc(CN3CCN(C(=O)c4ccco4)CC3)n2Cc2ccccc2)n(C)c1=O | x | 61
CSc1nc(=O)n(C)c(C)c1C(C)=O | 0 | x
CC(/C=C1\SC(N2CCN(C3=NC(=O)/C(=C\C(C)=C\c4ccccc4)S3)CC2)=NC1=O)=C\c1ccccc1 | -13 | x
CCOC(=O)N1CCC(NC(=O)c2cc3c(-c4cccc(OC)c4)nn(C)c3s2)CC1 | 1 | 122
COC(=O)Nc1ccc2c(c1)N(C(=O)CCN(C)C)c1ccccc1CC2 | 12 | x
Cc1c(Cl)cccc1-n1ncnc1-c1ccc(Br)cc1 | 6 | x
COC(=O)/C(=N/O)c1c[nH]c2ccccc12 | 5 | x

Quoted at random: 3 compounds from above
SMILES | HePTP inhibitor | BAP1 inh
CCCS(=O)(=O)N1CCc2cc(OC)c(OC)cc2C1 | 0 | 93
Cc1c(Cl)cccc1NC(=O)CSC(N)=O | -5 | x
O=c1[nH]c(=S)[nH]c2c1C1(CCCC1)Cc1ccccc1-2 | 12 | x

Next results follow:
SMILES | HePTP inhibitor | BAP1 inh
O=C(NCCCO)C1CC(=O)N(c2ccc(Br)cc2)C1 (stereo unspecified) | 3 | x
COc1cc(=O)[nH]c(=O)n1C(=O)Cc1ccccc1 | 10 | 114
CC(C)(C)NS(=O)(=O)c1ccc(CCC(=O)NCc2ccco2)cc1 | 3 | 99
Cc1nc2ccc(F)cc2cc1C(=O)NCC1CCCO1 (stereo unspecified) | 8 | 99
Cc1ccc(OCC(=O)NC23CC4CC(CC(C4)C2)C3)cc1 | -15 | x
CCOc1ccc(CNC(=O)C2CC(=O)N(C3CCCC3)C2)cc1OC (stereo unspecified) | 6 | 134
Cc1onc(-c2c(F)cccc2Cl)c1C(=O)Nc1nc2c(s1)CCCC2 | 6 | 67
O=C(Nc1ccc(-c2cn3ccsc3n2)cc1)c1ccc(F)c(S(=O)(=O)N2CCOCC2)c1 | -6 | 90
CCOc1ccc(-c2nnc3n2N=C(c2ccc(OC)cc2)CS3)cc1 | 0 | x
CCOc1ccc(-c2c[n+]3c(n2Cc2ccccc2)SCCC3)cc1 | x | 181
COC(=O)C1=C(C)N(c2cccc(OC)c2)C(=O)/C1=C\c1ccccc1F | 3 | x
CCC1=Nc2ccccc2-c2nnc(SC)nc2O1 | 2 | 123
CCOc1cc(/C=C2\SC(=S)N(c3ccccc3)C2=O)cc([N+](=O)[O-])c1O | 1 | x
Nc1c(C(=O)NCCc2ccccc2)nnn1Cc1ccccc1 | 3 | 142
O=C(Nc1ccc2c(c1)OC1(CCCC1)O2)C1CC1 | 2 | 101
COc1ccc(CNC(=O)CN(c2cccc([N+](=O)[O-])c2)S(=O)(=O)c2ccccc2)cc1 | x | 115
CC(C)(C)OC(=O)c1ccc([N+](=O)[O-])cc1 | 2 | x
CCCOc1nc2ccccc2nc1NS(=O)(=O)c1ccccc1 | 2 | x
CCOC(=O)Cn1c(=N)n(Cc2ccccc2)c2ccccc21 | 6 | 97
COc1ccc(C(=O)c2ccc(N3CCOCC3)c([N+](=O)[O-])c2)cc1 | 3 | x
CCOC(=O)c1ccccc1NC(=O)CN(c1ccccc1)S(=O)(=O)c1ccccc1[N+](=O)[O-] | 2 | x
CCOc1ccccc1NC(=O)CC1Sc2ccccc2NC1=O (stereo unspecified) | x | 79
O=C1CCCN1CCCNc1ncnc2c1cnn2-c1ccc(Cl)cc1 | 11 | 96
Cc1ccc(NS(=O)(=O)c2ccc([N+](=O)[O-])cc2)cc1 | -8 | x
COc1ccc(-c2noc(CCCC(=O)NCc3ccco3)n2)cc1OC | 8 | 104
CCOC(=O)c1ccc(NC(=O)CN(c2ccc(C)cc2)S(C)(=O)=O)cc1 | -16 | x
O=C1CCCC2=C1C(c1ccc([N+](=O)[O-])cc1)C1=C(CCCC1=O)N2c1ccc(Cl)cc1 | 9 | x
Cc1ccc(CNC(=O)C(C)OC(=O)c2ccco2)cc1 (stereo unspecified) | 9 | 120
Cc1ccc(S(=O)(=O)c2c(N)n(NC(=O)C3CC3)c3nc4ccccc4nc23)cc1 | 3 | i
O=C(Nc1c2c(nn1-c1ccc([N+](=O)[O-])cc1)CSC2)c1cccc([N+](=O)[O-])c1 | x | 98

Laid out differently: results already given.
HePTP inhibitor	BAP1 inh	molecule
3	x	COc1ccc(C(=O)c2ccc(N3CCOCC3)c([N+](=O)[O-])c2)cc1
2	x	CCOC(=O)c1ccccc1NC(=O)CN(c1ccccc1)S(=O)(=O)c1ccccc1[N+](=O)[O-]
x	79	CCOc1ccccc1NC(=O)CC1Sc2ccccc2NC1=O (stereo unspecified)

High-throughput results as filed in PubChem.
